Compound activity: PubChem BioAssay, National Center for Advancing Translational Sciences (NCATS)
aSyn rescue: rescues yeast growth from alpha-synuclein toxicity; Yeast expressing alpha-synuclein, growth rescue, BacTiter-Glo, 24 h; Potency, µM (top dose mostly 46.1 µM), for inactives: at the highest dose growth rescue (activation), hits mostly activators; 370,000 tested, 0.14% active; AID 652106; also: potency is read from the fitted curve at half-maximal effect; % of control where 0% means no effect; nearly all actives have a fitted effect of over 65% in size
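Screening used galactose-induced yeast with toxic alpha-synuclein levels, exposed to compound for 24 hr at 30 deg C. Cell growth, read with BacTiter-Glo luminescence, gave the measured signal.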
Abeta yeast res: A-beta toxicity reversal in yeast. yeast expressing A-beta42, growth rescue, OD600, 48 h; response scale: 0% DMSO, 100% iron-clioquinol control. Potency, µM (highest dose often 46.1 µM), inactives show at the highest dose growth rescue, actives largely listed as activators. 410,000 tested, 0.063% active. AID 1347071; also: potency is read from the fitted curve at half-maximal effect; nearly all actives have a fitted effect of over 55% in size
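Growth rescue measured by 600 nm absorbance after 48 h yeast culture at 30 C with compound. Values normalized between DMSO and an equimolar ferric chloride plus clioquinol control.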
EPAC2 ag: EPAC2 (human) agonism; Potency, µM (top dose mostly 154 µM), inactives show at the highest dose activation, most hits filed as activators; EPAC2 activation, biochemical qHTS; response scale: 100% = 6.5 mM cAMP response; 360,000 tested, 0.079% active; Q8WZA2; also: potency is read from the fitted curve at half-maximal effect; nearly all actives have a fitted effect of over 50% in size
Target sequence (Q8WZA2 whole entry, looked up): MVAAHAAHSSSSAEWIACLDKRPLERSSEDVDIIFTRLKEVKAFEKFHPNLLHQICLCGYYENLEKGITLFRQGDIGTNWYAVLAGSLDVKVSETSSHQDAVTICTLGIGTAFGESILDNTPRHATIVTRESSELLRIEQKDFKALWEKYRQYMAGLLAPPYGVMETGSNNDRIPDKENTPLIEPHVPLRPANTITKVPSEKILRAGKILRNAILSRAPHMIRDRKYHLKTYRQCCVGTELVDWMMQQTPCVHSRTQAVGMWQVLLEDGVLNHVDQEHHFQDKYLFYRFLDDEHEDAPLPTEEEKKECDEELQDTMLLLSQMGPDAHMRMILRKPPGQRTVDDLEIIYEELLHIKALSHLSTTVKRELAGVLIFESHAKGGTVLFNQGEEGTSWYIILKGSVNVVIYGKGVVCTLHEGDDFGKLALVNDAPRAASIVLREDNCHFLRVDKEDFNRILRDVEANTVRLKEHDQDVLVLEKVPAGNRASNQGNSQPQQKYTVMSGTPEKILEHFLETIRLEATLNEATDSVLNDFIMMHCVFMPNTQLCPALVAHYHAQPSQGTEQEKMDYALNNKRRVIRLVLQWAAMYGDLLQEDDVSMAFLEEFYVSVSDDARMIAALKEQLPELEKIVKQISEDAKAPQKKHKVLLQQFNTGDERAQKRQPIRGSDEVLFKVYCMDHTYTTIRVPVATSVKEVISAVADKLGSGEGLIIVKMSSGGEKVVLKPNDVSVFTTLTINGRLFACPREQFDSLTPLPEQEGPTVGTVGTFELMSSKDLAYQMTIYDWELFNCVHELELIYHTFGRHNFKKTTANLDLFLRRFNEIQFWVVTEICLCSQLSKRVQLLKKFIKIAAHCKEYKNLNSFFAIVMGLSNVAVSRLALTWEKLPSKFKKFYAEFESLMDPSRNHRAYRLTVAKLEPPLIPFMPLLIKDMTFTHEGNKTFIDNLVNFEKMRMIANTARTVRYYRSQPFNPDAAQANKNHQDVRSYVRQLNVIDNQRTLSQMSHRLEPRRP
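Compounds were added across a concentration range to EPAC2 (100 nM), RAP1B-BODIPY-GDP (250 nM) and GDP (50 uM). After 5 min at room temperature, fluorescence was recorded at 5-min intervals for 30 min.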
D3 antag: antagonists of human D3 dopamine receptor | max response, negative = inhibition, % | 360,000 tested, 2.5% active | AID 652054 | D3R cells, DiscoveRx beta-arrestin luminescence, antagonist mode; hits give low values; in the data active = max response below about -50%; inconclusive = no clear call, values can overlap the other calls; also: % is scaled to controls: 0 for no effect and ±100 for the full control effect; mostly tested at two doses, the higher about 12 µM
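Cells plated overnight at 1500 cells/well, then exposed to library compounds with dopamine controls for 90 minutes at 37 degrees C. DiscoveRx reagent added for 30–60 minutes at room temperature; luminescence read, quantitative HTS format.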
EPAC2 antag: antagonists of human EPAC2 | Potency, µM (highest dose often 114 µM), without a hit: top-dose activity, negative = inhibition, usual class: inhibitors | Q8WZA2 | AID 720708 | 360,000 tested, 0.18% active | EPAC2 GEF exchange of Rap1B-BODIPY-GDP, fluorescence; also: potency is read from the fitted curve at half-maximal effect; % is scaled to controls: 0 for no effect and ±100 for the full control effect; nearly all actives have a fitted effect of over 45% in size; many of its hits are not listed in these tables
DRD3 agonist: agonists of human D3 dopamine receptor; P35462; D3R DiscoveRx beta-arrestin cells, luminescence, 90 min; max activation, %; 410,000 tested, 0.58% active; AID 652048; in the data active = max activation above about 30%; also: 0% is about no effect; mostly tested at two doses, the higher about 12 µM
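Agonist-mode cell screen: cells plated at 1500/well and incubated overnight at 37 °C, then exposed to library compounds for 90 min at 37 °C. Detection reagent was added for 30–60 min at room temperature, and luminescence was read.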
FUS yeast rescue: FUS proteinopathy suppression in yeast; S. cerevisiae FUS-expressing, growth rescue, OD600, 24 h; Potency, µM (titrated, usually from 76.6 µM), inactives show at the highest dose growth rescue (activation), hits mostly activators; 390,000 tested, 0.24% active;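 also: potency is read from the fitted curve at half-maximal effect; plate controls were DMSO vehicle for no effect and reference control for full effect; nearly all actives have a fitted effect of over 55% in size; some results filed as inactive show a strong effect at the top dose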
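Restored growth of FUS-toxic S. cerevisiae, read as 600 nm absorbance after 24 h at 30C in galactose medium (starting OD 0.005). Controls CP55940 and DMSO.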
TDP43 rescue: TDP-43 toxicity inhibition in yeast; TDP-43 expressing yeast growth rescue, BacTiter-Glo, 24 h; Potency, µM (doses to about 46.1 µM), inactives show at the highest dose growth rescue (activation), hits mostly activators; 410,000 tested, 1.8% active; also: potency is read from the fitted curve at half-maximal effect; % of control where 0% means no effect; nearly all actives have a fitted effect of over 50% in size
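Yeast expressing TDP-43 (pregrown in raffinose, seeded at OD600=0.02 in galactose medium) exposed to compounds 24 hr at 30 deg C. Growth read by BacTiter-Glo luminescence; rescue of toxicity appears as increased signal.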
Active calls of the source: *; ? = inconclusive; nt = not tested or not shown; & = joins results of further samples; [ ] = remark or other dose. Unless noted, calls follow the shape of the dose curve; as a rule, active = well fitted curve in the direction sought with a large enough effect; inconclusive = small, poorly fitted or top-dose-only effect, or another doubt; inactive = no such curve, though single readings can be large; an effect the other way counts as inactive or inconclusive.

[1] O=c1c2c3c(sc2ncn1/N=C/c1ccco1)CCCC3
[2] c1ccc(-c2oc3ncnc(NCCCn4ccnc4)c3c2-c2ccccc2)cc1
[3] C=CCn1c2c(c(=O)[nH]c1=S)CN(C(C)c1ccccc1)CN2 (stereo unspecified)
[4] Cc1ccc(OCc2cc(C(=O)NC3CCc4ccccc43)no2)cn1 (stereo unspecified)
[5] CC(C)OC(=O)C(=O)NNc1ccccc1
[6] Cc1nnc(NC(=O)CSCc2cc(=O)c3ccc(C)c(C)c3[nH]2)s1
[7] CN1CCN(c2c(F)cc3c(=O)c(C(=O)O)cn4c3c2OCN4C)CC1
[8] COc1ccc(C(=O)Nc2ccccc2C(N)=O)cc1

assay / entry	1	2	3	4	5	6	7	8
FUS yeast rescue	24%	39%	-14%	14%	-2%	-16%	9%	36%
TDP43 rescue	0%	-23%	13%	18%	-8%[0.397 µM]	-2%	12%	-24%
EPAC2 ag	15%	18%	7%	8%	-2%	nt	2%	15%
Abeta yeast res	-4%	-5%	-14%	7%	-17%	-13%	6%	-22%
D3 antag	-14	-25	14	12	12	nt	1	18
aSyn rescue	1%	?	-2%	1%	13%	nt	4%	-9%
EPAC2 antag	-3%	-1%	1%	-6%	1%	nt	6%	-1%
DRD3 agonist	-11	-4	6	13	7	-1	5&-17	-8

[9] CCOC(=O)C(NC(=O)c1ccccc1)=C1C=C(C)OC(C)=C1
[10] CN(C)CCNS(=O)(=O)c1ccc(N2CCc3ccccc32)c([N+](=O)[O-])c1
[11] Cc1ccc(CNC(=O)CN2C(=O)CCn3nc(-c4ccccc4)cc32)cc1
[12] Cc1ccc(N=Nc2c(O)ccc3n[nH]nc23)cc1
[13] CCOc1ccc(-n2c(=O)[nH]cc(C(=O)N3CCc4ccccc43)c2=O)cc1
[14] Cc1c(NC(=O)COC(=O)c2cccn2C)c(=O)n(-c2ccccc2)n1C
[15] CC(NC(=O)C1CCN(S(=O)(=O)c2cc([N+](=O)[O-])ccc2Cl)CC1)c1ccccc1 (stereo unspecified)
[16] CC(C)c1ccc2c(c1)C(c1ccc(N3CCOCC3)cc1)=NNC(c1cccs1)=N2

assay / entry	9	10	11	12	13	14	15	16
FUS yeast rescue	19%	17%	-6%	-21%	3%	31%	5%	?
TDP43 rescue	9%	-13%	17%[9.22 µM]	0%	-16%	-8%	-29%[9.22 µM]	8%
EPAC2 ag	3%	2%	nt	-5%	-4%	5%	3%	4%
Abeta yeast res	-2%	0%	-14%	-22%	21%	14%	-3%	-3%
D3 antag	-5	-20	nt	-13	7	12	2	?
aSyn rescue	0%	-5%	nt	-9%	-7%	2%	-5%	3%
EPAC2 antag	0%	5%	nt	?	13%	3%	10%	7%
DRD3 agonist	1	-21	-12	-3	-2	5	-13	6

[17] COc1cccc(N2CCN(C(=O)C(CCSC)NS(=O)(=O)c3ccc4c(c3)oc(=O)n4C)CC2)c1 (stereo unspecified)
[18] COc1cccc(CN(CC2CCCO2)S(=O)(=O)c2ccc(S(=O)(=O)N(C)C)cc2)c1 (stereo unspecified)
[19] COc1cccc(CC(=O)OCC(=O)N2CCN(c3ccc(F)cc3)CC2)c1
[20] CC(=O)N(c1ccccc1)c1nc(/C=C/C(=O)Nc2c(C)cc(C)cc2C)cs1
[21] Cc1ccc2nc(-c3ccccc3)c(Cc3ccccc3C(F)(F)F)n2c1
[22] C[C@H](CO)N1C[C@H](C)[C@@H](CN(C)C(=O)Nc2ccc(C(F)(F)F)cc2)Oc2ccc(NC(=O)CCC(F)(F)F)cc2C1=O
[23] CN(C)c1ccc(C(=O)c2ccccc2)cc1
[24] CCC(C)[C@H](NC(=O)N1CCCCC1)C(=O)OC (stereo partly specified)

assay / entry	17	18	19	20	21	22	23	24
FUS yeast rescue	?	?	nt	nt	13%	24%	8%	0%
TDP43 rescue	-8%	-14%	?	23%	10%	0%	13µM*	4%
EPAC2 ag	nt	8%	-9%	-15%	-16%	2%	7%	14%
Abeta yeast res	-17%	-13%	2%	-8%	0%	-10%	-13%	5%
D3 antag	nt	3	2	7	-54*	-20	13	-21
aSyn rescue	nt	-2%	11%	2%	10%	0%	-10%	-2%
EPAC2 antag	nt	-15%	4%	7%	?	1%	-2%	4%
DRD3 agonist	-22	3	-1	5	-18	-18	0	-5

An excerpt from above in order of SMILES length, low to high:
[24] CCC(C)[C@H](NC(=O)N1CCCCC1)C(=O)OC (stereo partly specified)
[21] Cc1ccc2nc(-c3ccccc3)c(Cc3ccccc3C(F)(F)F)n2c1
[19] COc1cccc(CC(=O)OCC(=O)N2CCN(c3ccc(F)cc3)CC2)c1
[14] Cc1c(NC(=O)COC(=O)c2cccn2C)c(=O)n(-c2ccccc2)n1C
[20] CC(=O)N(c1ccccc1)c1nc(/C=C/C(=O)Nc2c(C)cc(C)cc2C)cs1
[16] CC(C)c1ccc2c(c1)C(c1ccc(N3CCOCC3)cc1)=NNC(c1cccs1)=N2
[15] CC(NC(=O)C1CCN(S(=O)(=O)c2cc([N+](=O)[O-])ccc2Cl)CC1)c1ccccc1 (stereo unspecified)
[22] C[C@H](CO)N1C[C@H](C)[C@@H](CN(C)C(=O)Nc2ccc(C(F)(F)F)cc2)Oc2ccc(NC(=O)CCC(F)(F)F)cc2C1=O

assay / entry	24	21	19	14	20	16	15	22
FUS yeast rescue	0%	13%	nt	31%	nt	?	5%	24%
TDP43 rescue	4%	10%	?	-8%	23%	8%	-29%[9.22 µM]	0%
EPAC2 ag	14%	-16%	-9%	5%	-15%	4%	3%	2%
Abeta yeast res	5%	0%	2%	14%	-8%	-3%	-3%	-10%
D3 antag	-21	-54*	2	12	7	?	2	-20
aSyn rescue	-2%	10%	11%	2%	2%	3%	-5%	0%
EPAC2 antag	4%	?	4%	3%	7%	7%	10%	1%
DRD3 agonist	-5	-18	-1	5	5	6	-13	-18

Further records follow:
[25] COc1ccc2[nH]c(=O)c(CN(Cc3nnnn3Cc3ccccc3)CC3CCCO3)cc2c1 (stereo unspecified)
[26] CSc1ccc(CSCC(=O)N2CCN(S(=O)(=O)c3ccc(C)cc3C)CC2)cc1
[27] CCC(C(=O)NCCCc1ccccc1)c1ccccc1 (stereo unspecified)
[28] Cc1cc(C[n+]2ncsc2N)c2ncccc2c1
[29] O=C(CSc1nc2ccccc2[nH]1)NCc1ccccc1
[30] CCc1ccc(NC(=O)CSc2nnc(-c3n[nH]c4ccccc34)n2-c2ccccc2)cc1
[31] CCOC(=O)c1ccc(CN(Cc2ccc(F)cc2)S(=O)(=O)c2ccc(F)cc2)cc1
[32] CCN1c2ccccc2-c2nc3ccccc3n2C1c1cccs1 (stereo unspecified)

assay / entry	25	26	27	28	29	30	31	32
FUS yeast rescue	6%	29%	nt	-1%	-17%	6%	?	30%
TDP43 rescue	-29%	?	6%	-9%	-27%	-2%	8%	?
EPAC2 ag	-3%	10%	6%	4%	3%	0%	nt	2%
Abeta yeast res	5%	14%	-14%	2%	5%	16%	17%	-42%[inhibitor]
D3 antag	-9	3	-15	-17	12	0	nt	-7
aSyn rescue	-1%	6%	-2%	0%	-2%	0%	nt	-22%
EPAC2 antag	-2%	3%	11%	5%	-2%	-6%	nt	-25%
DRD3 agonist	-7	2	-11	-5	-5	3	4	-2

[33] CC(=O)Nc1sc2c(c1CN1CCN(c3ccccn3)CC1)CCCC2
[34] CCC(CC)=C(C#N)C(=O)NC1CCCCC1
[35] CC(c1ccccc1)N1CCn2c(nc3cc(NC(=O)NC4CCCCC4)ccc32)C1 (stereo unspecified)
[36] O=C(CN1C(=O)CSC1=O)Nc1ccc2c(c1)OCCO2
[37] Cc1ccc(S(=O)(=O)N2CC(=O)Nc3ccccc32)cc1
[38] Cc1ccccc1N1CC(=O)N(c2ccccc2C)CC1=O
[39] O=S(=O)(N/N=C1\CC(c2ccccc2)Oc2ccccc21)c1ccccc1 (stereo unspecified)
[40] Nc1n[nH]c(N)c1N=Nc1ccc2c(c1)OCO2

assay / entry	33	34	35	36	37	38	39	40
FUS yeast rescue	16%	nt	11µM*	2%	-15%	1%	11%	-29%
TDP43 rescue	-28%	19%	-11%	3%	0%	3%	-10%	16%
EPAC2 ag	14%	3%	-3%	9%	-1%	10%	12%	4%
Abeta yeast res	-2%	6%	0%	18%	14%	-9%	-2%	-12%
D3 antag	-62*	17	-7	22	-28	15	0	0
aSyn rescue	-2%	-9%	7%	8%	2%	1%	-2%	1%
EPAC2 antag	4%	8%	-3%	-3%	0%	-2%	-4%	-6%
DRD3 agonist	-23	-3	-23	-9	8	1	-9	1

[41] O=C(O)CSCC(=O)NCc1c(Cl)cccc1Oc1ccccc1
[42] O=C(NCc1cccnc1)C1CC(=O)N(C2CCCCC2)C1 (stereo unspecified)
[43] Cc1ccc(S(=O)(=O)Cc2ccc(C(=O)N3CCN(c4cccc(Cl)c4)CC3)o2)cc1
[44] OC(CN1CCOCC1)(c1ccccc1)c1ccccn1 (stereo unspecified)
[45] COc1ccc(C2=NOC(C(=O)Nc3ccc4c(c3)OCCO4)C2)cc1OC (stereo unspecified)
[46] COC(=O)c1ccc(OC(C)C(=O)c2ccc(C)cc2)cc1 (stereo unspecified)
[47] COc1ccc2oc(C(=O)N(C)Cc3ccc(OC(F)F)cc3)c(C)c2c1
[48] CC(C)Cc1nnc(NC(=O)CN2C(=O)c3ccccc3C2=O)s1
[49] CCOc1ccc(N(CC(=O)Nc2cc(OC)cc(OC)c2)S(=O)(=O)c2c(C)[nH]c(=O)[nH]c2=O)cc1
[50] CCn1c(=O)c(=O)[nH]c2cc(C(=O)N3CCN(c4ccccc4F)CC3)ccc21
[51] CNC(=O)c1cnc2sc(N3CCCCCC3)nn2c1=O

assay / entry	41	42	43	44	45	46	47	48	49	50	51
FUS yeast rescue	-21%	7%	?	1%	10%	11%	nt	?	16%&35%	18%	-17%
TDP43 rescue	9%	0%	?	-6%	0%	-12%	26%	-5%	-4%&0%	6%	0%
EPAC2 ag	5%	6%	nt	8%	7%	13%	9%	0%	8%	0%	nt
Abeta yeast res	5%	-14%	-15%	-4%	-13%	-20%	-4%	2%	14%&15%	7%	-13%
D3 antag	13	2	nt	-5	-1	-10	-6	8	-2	49	nt
aSyn rescue	-1%	0%	nt	-9%	3%	20%	0%	1%	-8%	0%	nt
EPAC2 antag	-6%	18%	nt	1%	2%	-1%	-16%	1%	-5%	7%	nt
DRD3 agonist	7	-4	-7	9	-7	-6	-11	2	5&3	3	5

An excerpt. The share of hits here may be higher or lower than overall.
